ARNT-TACC3 inh = ARNT/TACC3 interaction disruption; Q9Y6A5; inhibition, % at 9.99 µM; AlphaScreen His-ARNT PAS-B/GST-TACC3 binding, luminescence; TACC3 fragment carries E629A point mutation; hit rate 0.66% among 390,000;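 active means mean inhibition of replicates at least 50% and at least half of replicates each reaching 50%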;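 further: 0% = complete ARNT plus TACC3 wells and 100% = ARNT alone without TACC3; many hits fall short of the cut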
C2C12 statin = suppressors of simvastatin-induced myotoxicity in C2C12 myotubes. rescue of ATP level, % at 7.49 µM. hit rate 0.78% among 330,000. ATP luminescence, 48 h; scaled: DMSO 0, geranylgeraniol control 100;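 active means mean ATP rescue above about 67%, or every replicate alone reaching that limit, limit read from the data, passing the limit was not always enough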;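 further: myotubes were challenged with 10 µM simvastatin during compound exposure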
miR122 inh = blocks miR-122 activity in Huh7 sensor cells; Huh7 miR-122 Renilla luciferase sensor, 48 h; neutral wells = 0, positive control = 100; hit rate 0.3% among 340,000; AID 602342; activation (reporter increase), % at 12.5 µM;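 active means mean replicate activation score at least 90 and every replicate individually at or above 90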;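 further: higher luciferase means less miR-122 activity so hits act as miR-122 inhibitors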
Cneo AK release = Cryptococcus neoformans lysis via adenylate kinase release | hit rate 0.2% among 360,000 | lysis activity, % at 15 µM | C. neoformans lysis, adenylate kinase release luminescence, 4 h; normalised: neutral wells 0, clomiphene wells 100;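 active means mean lysis activity across replicates of at least 80%, whatever share of replicates individually reach that level; inactive means mean lysis activity below 80%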
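Schedule: static 4 h at 37 °C with compound, 1 h detection; system: C. neoformans cells; benchmarks: Clomiphene as positive control; buffer or medium: fresh YPD medium; measure: luminescence rise reflecting yeast cell lysis; measured by: luminescent adenylate kinase detection reagent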
esBAF inh = inhibitors of esBAF chromatin remodeling in mouse ES cells. Bmi1-luciferase knock-in reporter, 24 h; 100% = twice the neutral-well signal. reporter increase, % at 12.5 µM. hit rate 2% among 350,000; in the data active means activation above about 40%;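 further: 0% = median of the plate's neutral control wells and 100% = double that signal; a rise in the Bmi1 reporter signal indicates esBAF inhibition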
SIRT5 block = sirtuin-5 (human) deacylase inhibition; Q9NXA8; Purified SirT5, succinyl-peptide AMC, trypsin-coupled fluorescence; inhibition, % at 15 µM; hit rate 1.1% among 330,000; AID 652115; in the data active means inhibition above about 15%
Target sequence (Q9NXA8 whole entry, looked up): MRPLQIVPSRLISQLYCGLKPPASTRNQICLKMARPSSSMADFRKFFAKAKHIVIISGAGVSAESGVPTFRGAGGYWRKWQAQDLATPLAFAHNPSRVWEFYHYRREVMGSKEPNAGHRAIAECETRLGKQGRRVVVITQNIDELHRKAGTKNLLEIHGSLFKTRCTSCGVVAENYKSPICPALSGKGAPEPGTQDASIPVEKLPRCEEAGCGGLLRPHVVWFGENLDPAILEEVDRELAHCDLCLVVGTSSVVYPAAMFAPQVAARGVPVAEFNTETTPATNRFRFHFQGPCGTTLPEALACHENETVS
ERp5 inh = blocks human ERp5 reductase activity on insulin. hit rate 0.05% among 350,000. ERp5 insulin aggregation, absorbance 650 nm, 90 min. Q15084. inhibition, % at 9.99 µM. AID 651711;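 active means mean replicate inhibition above about 25%, with every replicate also reaching it, limit read from the data, passing the limit was not always enough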
Target sequence (Q15084 whole entry, looked up): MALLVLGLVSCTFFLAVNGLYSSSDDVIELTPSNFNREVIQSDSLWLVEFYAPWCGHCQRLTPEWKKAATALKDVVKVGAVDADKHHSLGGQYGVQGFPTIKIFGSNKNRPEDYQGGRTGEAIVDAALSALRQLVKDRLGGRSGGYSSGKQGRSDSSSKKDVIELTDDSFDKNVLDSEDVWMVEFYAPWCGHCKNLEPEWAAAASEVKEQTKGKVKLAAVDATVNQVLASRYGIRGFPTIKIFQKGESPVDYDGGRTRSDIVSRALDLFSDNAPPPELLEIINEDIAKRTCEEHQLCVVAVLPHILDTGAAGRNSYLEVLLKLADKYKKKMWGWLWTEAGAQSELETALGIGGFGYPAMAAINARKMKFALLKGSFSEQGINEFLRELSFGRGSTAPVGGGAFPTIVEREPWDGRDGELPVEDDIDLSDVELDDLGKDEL
* = called active by the depositor; / = not tested or not shown; & = joins results of further samples; [ ] = dose if it differs, or a comment. No enrichment for hits (roughly 4% active in at least one column).

SMILES	ARNT-TACC3 inh	C2C12 statin	miR122 inh	Cneo AK release	esBAF inh	SIRT5 block	ERp5 inh
Cc1ccc(NC(=O)CN(C)Cc2ccc(F)cc2)c([N+](=O)[O-])c1	6	22	1	2	15	/	/
CCOC(=O)[C@@H]1[C@H]2COc3cc(OC)ccc3[C@@H]2N2C(=O)N(c3ccc(F)cc3)C(=O)[C@@]12C	-3	-5	0	-4	2	/	/
C=Cc1ccc(CC2(C)C(=O)Nc3ccc(-c4cccnc4)cc32)cc1 (configuration not stated)	/	8	-3	4	-7	/	5
O=C(O)C1CCCN1C(=O)C12CC3CC(CC(C3)C1)C2 (configuration not stated)	-2	11	/	0	-14	0	2
CCCCCC(=O)N1CCN(c2ccc(C(C)=O)cc2F)CC1	0	-1	-4	0	-1	1	0
O=C(Nc1ccccc1)C1CCCCC1	-2	-5	3	5	-7	/	/
O=C(c1ccncc1)N1C[C@H]2[C@@H](c3ccccc31)[C@H](CO)N2Cc1ccc(F)cc1	-1	-9	0[16.7 µM]	-2	-4	0	-3
Cc1ccc(CN(c2ccc(C(=O)NCC3CCCO3)cc2)S(C)(=O)=O)cc1 (configuration not stated)	-8	9	8	-1	-10	/	1
O=C(NNC(=O)c1cc(-c2ccncc2)nc2ccccc12)c1ccccc1F	-1	-8	-2	-3	40	-1	10
CSc1ccc(/C=N/NC(=O)CN2CCN(Cc3ccccc3)CC2)cc1	5	/	/	/	/	3	-2
O=C(O)C1C2C=CC(C2)C1C(=O)NCc1cccc(Cl)c1 (configuration not stated)	-5	11	2	0	-11	/	3
C[C@H](CO)N1C[C@H](C)[C@H](CN(C)S(C)(=O)=O)Oc2ccc(NS(C)(=O)=O)cc2C1=O	-9	0	-4[16.7 µM]	-1	-1	-6	0
O=C(NCc1cccnc1)c1cc(C2CCCN(C(=O)c3cccc(O)c3)C2)on1 (configuration not stated)	/	9	5	0	-2	1	2
N#CC(c1ccc(Cl)cc1)(c1ncc(C(F)(F)F)cc1Cl)N1CCOCC1 (configuration not stated)	-3	17	-1	2	-6	/	/
CCC(=O)N1c2ccccc2NC2=C(C(=O)CC(C)(C)C2)C1c1cccnc1 (configuration not stated)	-1	/	/	/	/	-2	4
CSc1ccccc1NC(=O)CN(C)CC(=O)c1c(C)[nH]c2ccccc12	4	-7	-8	0	-3	-1	3
Cc1c(CN2CCC(Oc3ccc(C(=O)N4CCCCC4)cc3)CC2)cnn1C	-2	-3	-6	0	-5	-3	-4
S=C(Nc1ccc(Cl)cc1Cl)Nn1cnnc1	-3	/	2	0	/	-5	2
C/C(=N/N1CCN(Cc2cccc3ccccc23)CC1)c1ccco1	12	/	/	/	/	0	0
C=CCNCCCCOc1c(Cl)cc(C)cc1Br	-6	-15	8	-1	4	/	/
C[C@@H]1CCCCO[C@H](CN(C)S(=O)(=O)c2ccccc2)[C@H](C)CN([C@H](C)CO)C(=O)c2cc(NS(C)(=O)=O)ccc2O1	-1	44	-3[16.7 µM]	52	2	1	14
c1ccc(Cn2nnc3c(NCc4ccc5c(c4)OCO5)nc(C4CC4)nc32)cc1	-5	14	1	-1	-7	/	/
COc1cc2[nH]c(C(=O)N(C)C3CCS(=O)(=O)C3)cc2c(OC)c1OC (configuration not stated)	7	5	2	1	-7	-2	1
CNC[C@@H]1Oc2ccc(NS(=O)(=O)c3ccccc3)cc2CC(=O)N([C@@H](C)CO)C[C@H]1C	-10	1	4[16.7 µM]	0	4	0	0
Cc1cc(/C=N/NC(N)=O)c(C)n1-c1ccc(F)cc1	-14	/	/	/	/	-1	1

The final 6 records of the part above are carried over, then new ones follow:
SMILES	ARNT-TACC3 inh	C2C12 statin	miR122 inh	Cneo AK release	esBAF inh	SIRT5 block	ERp5 inh
C=CCNCCCCOc1c(Cl)cc(C)cc1Br	-6	-15	8	-1	4	/	/
C[C@@H]1CCCCO[C@H](CN(C)S(=O)(=O)c2ccccc2)[C@H](C)CN([C@H](C)CO)C(=O)c2cc(NS(C)(=O)=O)ccc2O1	-1	44	-3[16.7 µM]	52	2	1	14
c1ccc(Cn2nnc3c(NCc4ccc5c(c4)OCO5)nc(C4CC4)nc32)cc1	-5	14	1	-1	-7	/	/
COc1cc2[nH]c(C(=O)N(C)C3CCS(=O)(=O)C3)cc2c(OC)c1OC (configuration not stated)	7	5	2	1	-7	-2	1
CNC[C@@H]1Oc2ccc(NS(=O)(=O)c3ccccc3)cc2CC(=O)N([C@@H](C)CO)C[C@H]1C	-10	1	4[16.7 µM]	0	4	0	0
Cc1cc(/C=N/NC(N)=O)c(C)n1-c1ccc(F)cc1	-14	/	/	/	/	-1	1
c1ccc(-c2nc(CSc3nnnn3-c3ccccc3)cs2)cc1	-5	-6	-6	0	6	/	/
CS(=O)(=O)c1ccc(C(=O)N2CCN(Cc3ccccc3)CC2)cc1	-9	/	/	/	/	0	2
O=C(NCc1ccc(F)cc1)[C@@H]1C[C@@H]2C(=O)N3CCC[C@H]3C(=O)N2[C@@H]1c1cccc(OCCO)c1	-1	/	/	-2	/	-3	-2
Cc1cc(-c2nnc3sc(-c4ccc(Cl)cc4Cl)nn23)n[nH]1	-1	/	-2	4	-9	/	/
COC(=O)Cn1c2ccc(OC)cc2c2nc3ccccc3nc21	-20	3	-4	-1	-3	/	/
Cc1cc(C)cc(OCC(=O)N(Cc2ccc(N(C)C)cc2)C2CCS(=O)(=O)C2)c1 (configuration not stated)	-6	11	/	/	-2	2	3
Cc1ccc(Cl)c(NC(=O)CCl)c1Cl	-3	/	/	/	/	0	-3
COc1ccc(-c2noc(CN3CCCC(OCc4ccccn4)C3)n2)cc1 (configuration not stated)	-12	20	-8	-7	-1	-3	0
Cc1ccc(C2C(C(=O)c3cccs3)=C(O)C(=O)N2c2ccc(S(N)(=O)=O)cc2)cc1 (configuration not stated)	3	/	/	/	/	-2	0
CN(C)c1ncnc2c1ncn2[C@H]1CN(Cc2ccccc2)C[C@@H](CO)O1	/	4	1	3	2	/	-6
COc1ccc(OC)c(C2CC(=O)N3CN(c4ccccc4)CSC3=C2C#N)c1 (configuration not stated)	1	3	/	1	0	-2	1
COc1ccccc1N1CCN(c2nccc(C)n2)CC1	5	-4	-2	7	-3	-6	3
CCN1CCCC1CNC(=O)CN1C(=O)COc2ccc(C)cc21 (configuration not stated)	-6	15	-2	3	-3	-3	-4
COc1ccc(N2CCN(C(c3ccccc3OC)c3nnnn3Cc3ccco3)CC2)cc1 (configuration not stated)	1	-13	23	-1	2	/	/
CC(=O)c1c(C)nc(-c2ccccc2)nc1NC(=O)C(C)C	-4	-8	15	2	-1	/	/
C[C@@H]1CN([C@H](C)CO)C(=O)c2cc(/C=C/c3ccccc3)cnc2O[C@@H]1CN(C)Cc1ccncc1	4	-9	-4[16.7 µM]	55	1	-10	2
CC1Cc2ccccc2N1c1ncnc(N)c1[N+](=O)[O-] (configuration not stated)	1	/	/	/	/	1	-1
C[C@H](CO)N1C[C@H](C)[C@@H](CN(C)C(=O)Nc2ccc(C(F)(F)F)cc2)Oc2ccc(NS(=O)(=O)c3cn(C)cn3)cc2C1=O	-8&-9	11	3[16.7 µM]	2&-2	4&5	-4	-2&-1
O=C(Nc1ccccc1OC(F)(F)F)c1ccc([N+](=O)[O-])cc1	/	/	2	/	/	-3	2
C[C@H]1CN([C@@H](C)CO)C(=O)Cc2cc(NC(=O)Nc3ccc(F)cc3)ccc2O[C@@H]1CN(C)Cc1ccc(C(=O)O)cc1	-1	19	-7[16.7 µM]	2	1	-1	0
CCCCn1nc(C(=O)O)ccc1=O	-5	-2	-9	3	-3	/	/
C#CCOCCOCCOCCNc1nc(N2CCN(C(=O)[C@H](CCCN=C(N)N)n3cc(C(N)[C@H](C)CC)nn3)CC2)nc(N2CCN(C(=O)[C@H](CC(N)=O)n3cc(C(N)[C@@H](C)CC)nn3)CC2)n1 (some centres not stated)	24	-7	-3	0	-3	-5	11
CC(=O)Nc1ccc(S(=O)(=O)NC(CC(=O)NCCc2ccccc2)C(C)C)cc1 (configuration not stated)	3	-2	-1	3	3	/	/
C1CCN2CC3CC(CN4CCCC[C@@H]34)[C@H]2C1	-7	7	5	-1	4	2	3
C[C@@H]1CN([C@@H](C)CO)C(=O)c2cccc(NS(=O)(=O)c3cccs3)c2O[C@H]1CN(C)Cc1ccncc1	-13	-44	-1[16.7 µM]	3	0	0	-12
SMILES	ARNT-TACC3 inh	C2C12 statin	miR122 inh	Cneo AK release	esBAF inh	SIRT5 block	ERp5 inh
C=CCc1c(OC(C)=O)c2ccccc2n(C)c1=O	-7	/	0	4	/	1	-3
CC(C)(C)c1csc(NC(=O)CCS(=O)(=O)c2ccc(F)cc2)n1	/	-4	-23	-1	21	-1	-4
COc1ccc(C)cc1S(=O)(=O)N1CCN(C(=O)c2ncoc2-c2ccc(C)cc2)CC1	8	-1	-4	-1	-7	-3	2
O=C(C[C@H]1CC[C@H](NC(=O)c2ccccc2)[C@@H](CO)O1)Nc1ccc(-c2ccccc2)cc1	-12	21	-14[16.7 µM]	-2	34	0	-3
CCCCOc1ccc(C(=O)NC(=S)Nc2ccc(CN3CCOCC3)cc2)cc1	-17	-31	0	2	5	2	7
Cc1oc(-c2cccc(Cl)c2)nc1CSc1nc2c(c(=O)[nH]1)CCC2	6	-8	-7	-1	-9	/	/
COc1cc(O)c(C(CCN2CCN(c3ccccc3)CC2)c2ccc3c(c2)OCO3)c(OC)c1 (configuration not stated)	0	-1	-6	-3	-6	/	6
Cc1ccc(C(=O)CSc2ncn[nH]2)cc1	-5	3	-7	3	9	/	/
COc1ccc(CCNC(=O)[C@H](CCSC)NC(=O)N2CCn3c2nc2ccccc23)cc1OC	2	18	1	8	-1	-4	3
Cc1ccc(C)n1NC(=O)c1ccc(O)cc1	-11	0	0	0	3	/	1
Cc1cc(=O)n2nc(N3CCCC(C(=O)NCCCN4CC(C)CC(C)C4)C3)sc2n1 (configuration not stated)	7	7	-5	0	1	-3	4
NC(Cc1ccccc1)C(=O)N1CCCCC1 (configuration not stated)	-9	-1	-2	-4	1	8	5
COc1ccc(CN(C)C[C@@H]2Oc3ccc(NS(=O)(=O)c4cccs4)cc3C(=O)N([C@@H](C)CO)C[C@@H]2C)cc1	/	16	5[16.7 µM]	/	-3	-8	-1
Cc1noc(C)c1S(=O)(=O)N(C)C[C@H]1OCc2cn(nn2)CCCC(=O)N([C@@H](C)CO)C[C@H]1C	-6	6	-1[16.7 µM]	1	9	-1	2
CCOc1ccc(/C=C2/C(=N)N3OC(C)=CC3=NC2=O)cc1OC	2	-20	-14	-1	-14	-4	-6
O=C(Nc1ccccn1)C1CCCN(c2ncnc3c2nc2n3CCCCC2)C1 (configuration not stated)	7	27	4	10	3	0	-4
O=[N+]([O-])c1ccc(N=Nc2c(O)[nH]c3ccc(F)cc23)cc1	10	14	-2	-1	73*	1	2
COc1ccc(NC(=O)N(C)C[C@@H]2OCCCC[C@H](C)Oc3ccc(NS(C)(=O)=O)cc3C(=O)N([C@H](C)CO)C[C@@H]2C)cc1	-13	/	-1[16.7 µM]	0	8	-1	2
C[C@@H]1CN([C@H](C)CO)S(=O)(=O)c2ccc(C#CC3CC3)cc2O[C@@H]1CN(C)Cc1cccc(F)c1	-5	9	/	45	-4	6	5
CCOC(=O)C1C(=O)CC(C)(O)C(C(=O)OCC)C1/C=C/c1ccccc1 (configuration not stated)	-1	-4	-8	1	-20	/	/
COc1ccc(NC(=O)N(C)C[C@@H]2Oc3c(NS(C)(=O)=O)cccc3C(=O)N([C@@H](C)CO)C[C@@H]2C)cc1	-2	/	-5[16.7 µM]	-4	1	-5	-2
Cc1ccc(C(=O)/C=C/NNC(=O)c2ccccc2O)cc1	-2	19	/	0	8	-1	1
CCOc1ccccc1NC(=O)CSc1nnc(-c2ccccc2Cl)n1Cc1ccco1	-5	-10	7	0	-2	/	/
Cc1ccc(-n2c(CCc3ccccc3)n[nH]c2=S)cc1C	-4	7	3	1	-3	-3	0
COc1cc2cc(-c3ccc(O)cc3O)nc(C)c2cc1OC	43	-30	-8	0	4	-7	-1

Screening data from PubChem BioAssay.
